FAS-TE inh = inhibitors of human fatty acid synthase thioesterase domain; recombinant FAS-TE, OMFH fluorogenic substrate, fluorescence endpoint; inhibition, % at 15 µM; P49327; 0.67% of 360,000 active; AID 602261;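 active = compounds whose normalised, plate-corrected inhibition of enzyme fluorescence in the single-dose primary screen is 50% or more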;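 note: 0% = DMSO with enzyme and 100% = substrate without enzyme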
MsrA inhibitor = inhibitors of bovine MsrA; purified bovine MsrA, absorbance read-out; inhibition, % at 15.5 µM; 0.75% of 360,000 active; in the data active = inhibition above about 4.5%;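 note: 0% = vehicle wells with enzyme and 100% = reference inhibitor wells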
Tb MetRS inh = Trypanosoma brucei MetRS inhibition; purified T. brucei MetRS, ATP depletion, Kinase-Glo luminescence; inhibition, % at 11.9 µM; 0.4% of 360,000 active;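 active = inhibition above a per-plate cutoff of the control wells' mean inhibition plus 3 SD, cut at about 5.5% in these data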;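 note: 0% = DMSO wells median and 100% = median of wells with control inhibitor compound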
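Material: T. brucei methionyl-tRNA synthetase, purified; reagent: substrates ATP, L-methionine and bulk Escherichia coli tRNA; dosing: 11.9 µM single point; timing: 15 min plus 2 h at 25 °C; detection: luminescence of leftover ATP; evaluation: % inhibition; control set: DMSO-only wells as low control; replicates: singlicate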
eLon inh = E. coli protease La inhibition; purified E. coli Lon protease, fluorescence polarization; 0.42% of 360,000 active; AID 602123; inhibition, % at 7.94 µM; in the data active = inhibition above about 13%, passing the limit was not always enough;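 note: 0% = enzyme with probe and DMSO and 100% = no enzyme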
PABP1 MLLE inh = blocks PAM2 peptide binding to the PABP1 MLLE domain. AID 588489. GST-MLLE / FITC-PAM2 fluorescence polarization. inhibition, % at 20 µM. P11940. 0.36% of 360,000 active; in the data active = inhibition above about 35%, passing the limit was not always enough;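 note: plate controls were DMSO wells with GST-MLLE for no effect and wells lacking GST-MLLE protein for full effect; some results filed as inactive read as strong as hits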
Neddylation inh = blocks human cullin neddylation. P61081+Q13564. TR-FRET cullin neddylation, biochemical. calls only at 25 µM. 0.58% of 360,000 active; in the data active = inhibition above about 36%
Rin1-Abl PPI inh = human Rin1-Abl interaction inhibition; 0.4% of 360,000 active; P00519+Q13671; TR-FRET Rin1/Abl binding, biochemical; inhibition, % at 7.35 µM; AID 588664; in the data active = inhibition above about 5%, passing the limit was not always enough
bovine MsrA act = activates bovine MsrA enzyme. purified bovine MsrA, absorbance read-out. activation, % at 10.6 µM. 0.3% of 360,000 active. AID 602163; in the data active = activation above about 7.5%;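 note: 0% = vehicle and 100% = reference activator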
CSN inh = CSN deneddylation inhibition. Q92905. Purified CSN, SCF-Nedd8-OG deneddylation, fluorescence polarization. inhibition, % at 12.5 µM. 0.38% of 360,000 active;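 active = pattern-corrected inhibition above about 35%, with an unprinted fluorescence ratio check between 0.5 and 1.5, limit read from the data, passing the limit was not always enough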;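 note: 0% = enzyme with substrate and 100% = substrate without enzyme; some results filed as inactive read as strong as hits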
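test system = HEK293T-derived human Csn5 enzyme | amount = 0.24 nM Csn5 enzyme, final concentration | medium = Tris/NaCl/DTT buffer, pH 7.5 | schedule = 90 min reaction at room temperature | signal = FP | evaluation = inhibition of Csn5 cleavage, % | compound dosing = single dose of 12.5 µM compound with 0.25% DMSO | probe or stimulus = 10 nM SCFSkp2-Nedd8OG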
Numbers without * were called inactive; i = inactive; nt = not tested or not shown. This is a random part of the collection. About 4% of those tested had a hit in this group.

Value order – FAS-TE inh, MsrA inhibitor, Tb MetRS inh, eLon inh, PABP1 MLLE inh, Neddylation inh, Rin1-Abl PPI inh, bovine MsrA act, CSN inh
1: C=CCCC(=O)Nc1nc(C)c(-c2csc(Nc3ccc(Cl)cc3)n2)s1
  26, 0.5, -0.3, -11, 22, i, 5, -4, 5
2: CC(=O)Nc1cc2c(ccc3ccccc32)oc1=O
  -2, 1.4, -0.7, 6, 5, nt, -2, -9, -11
3: CC1CCCCC1NCC#CCOc1ccc(Cl)cc1 (centres undefined)
  5, -0.3, -0.8, 2, 20, i, 1, -3, 5
4: COc1cccc(C(=O)NCc2ccc(N3CCN(C(=O)OC(C)(C)C)CC3)cc2)c1
  3, 0.6, -0.7, -6, 6, i, 2, 0, 3
5: COc1cccc(OC)c1C(=O)NC(=S)NCc1cccnc1
  -7, 0.0, -0.5, 11, 4, i, -3, -7, 6
6: CN(c1ccccc1)S(=O)(=O)c1ccc(NC(=O)c2ccc(-c3ccccc3)cc2)cc1
  34, 0.4, -0.1, 9, 2, i, 1, -3, -2
7: Cc1oc(-c2cccs2)nc1CN1CCC(CO)(CCOc2ccccc2)CC1
  -1, 0.7, -0.8, 0, 0, i, -2, -4, 0
8: O=C(O)c1ccc(N/N=C/c2ccc(OC(=O)c3ccccc3Cl)cc2)cc1
  19, 3.6, 0.0, 0, 0, i, -2, -6, -1
9: CC(C)C(=O)Nc1c2c(nn1-c1ccccc1)CSC2
  -2, 1.7, 0.3, -7, 3, i, 1, -1, -2
10: Cc1ccc(SCn2nnc3ccccc3c2=O)c(C)c1
  16, -1.1, -0.4, -4, 2, i, -3, -3, 1
11: COCCN(Cc1cc2cccc(C)c2n2nnnc12)C(=O)C(F)(F)F
  13, -0.9, 0.1, 5, 1, i, 0, -4, -7
12: CCOC(=O)NC(NC(=O)OCC)C(=O)c1ccccc1
  -9, -0.3, -0.9, 2, 8, i, 0, -8, -3
13: c1cnc2ncc3sccc3c2c1
  -6, 1.3, -0.3, -7, -2, i, -2, -5, -3
14: O=C(NCc1ccco1)c1ccc(OCC2CCCO2)cc1 (centres undefined)
  -6, -1.6, -0.2, 1, -2, i, 2, 1, -2
15: COc1ccc(NC(=O)C(C)Oc2ccc(/C(C)=N\O)cc2)cc1 (centres undefined)
  -1, 1.4, 0.0, -3, 15, i, 1, 1, -7
16: COc1ccc(NC(=O)CSc2ccc3nnc(-c4ccccn4)n3n2)c(OC)c1
  -6, 0.2, -0.1, 1, 5, i, 5, -5, 1
17: CC(C)(C)OC(=O)N[C@H]1C=C[C@@H](OC(=O)CC(=O)OCC(F)(F)F)C1
  1, -0.7, 0.3, -6, 3, i, 1, -1, -5
18: O=S(=O)(c1cc(F)ccc1F)N1CCC2(CC1)OCCN2S(=O)(=O)c1cccs1
  16, 2.6, -0.4, -7, 7, i, -4, 2, 2
19: Cc1cccc(NC(=O)Nc2c(C)n(C)n(-c3ccccc3)c2=O)c1C
  -4, 2.8, -0.2, -8, -14, i, 0, -4, 4
20: CCOCCCn1c(=N)c(C(N)=S)cc2c(=O)n3cccc(C)c3nc21
  -7, 0.7, -0.6, -13, 15, nt, -7, 4, -3
21: CC(C)(O)C(=O)NNC(=S)Nc1ccc(F)c(Cl)c1
  -9, 1.3, -0.7, -3, -5, i, 2, -6, -4
22: CCOC(=O)/C(=N/Nc1ccccc1)Sc1nnnn1-c1ccc(C)cc1
  -2, 1.7, -1.8, 21, 12, i, 2, -11, 0
23: CC(C)NC(=O)CCCc1cn(C)c2ccccc12
  -4, 1.1, -0.6, -8, -4, i, 0, -3, 1
24: Cc1cc(Cl)ccc1-c1nc(NCc2ccccc2)nc2ccsc12
  21, 0.1, -0.3, 1, 8, i, 2, 0, -1
25: Cc1ccc(S(=O)(=O)N2[C@@H](c3cccc(Cl)c3)C(C(=O)O)=CC[C@H]2c2ccc(C(C)C)cc2)cc1
  24, -0.6, -0.3, -4, 6, i, 0, 1, 5
26: COc1ccccc1OCC(=O)NNC(=S)NC(=O)c1ccco1
  1, 0.5, -0.9, -2, 15, i, -1, 1, 0
27: COc1ccc(Cc2nc3ccccc3n2CC(=O)N/N=C/c2ccccc2)cc1OC
  -10, -0.4, 0.6, -7, 11, i, 0, 2, -6
28: Cc1nc(CS(=O)(=O)c2ccccn2)sc1C(=O)NNC(=O)c1c(F)cccc1Cl
  -7, -0.1, -0.1, -1, -9, i, 0, -3, 4
29: CCCCNC(=O)C1c2ccccc2OCC(=O)N1Cc1cccnc1 (centres undefined)
  -10, -0.2, -0.6, 3, nt, i, nt, -5, 3
30: ClCc1cc2ccccc2nc1Cl
  7, 1.0, -0.4, 2, 12, i, 3, -2, 14
31: O=C1C2C(c3cccc(/C=C/c4ccccc4)c3)CC=CC2C(c2ccc3ccccc3c2)N1Cc1ccccc1 (centres undefined)
  34, 2.1, -0.4, -9, -10, nt, 3, -2, 5
32: CCCn1nc(C(=O)OCC(=O)c2c(N)n(C)c(=O)n(C)c2=O)c2ccccc2c1=O
  2, 1.1, -0.3, 14, 8, i, -1, -2, 2
33: COc1ccc(NC(=S)Nc2cccc(C(F)(F)F)c2)c(C)c1
  2, -0.1, -0.6, -4, 31, i, -1, -5, 4
34: CC(C)Sc1nc(-c2cccs2)nc2cc(Cl)ccc12
  19, -1.4, -0.9, -5, nt, i, nt, -3, -1
35: COc1ccc(NC(=O)c2cccc(N3C(=O)C4C5CCC(C5)C4C3=O)c2)cc1 (centres undefined)
  -4, 1.7, -0.3, -6, 2, i, 0, -5, 0
36: CCOC(=O)c1c(N)sc2c(NC(C)=O)cccc12
  -6, 0.1, -0.5, -4, 6, i, -4, -6, 8
37: O=C(O)COCC(=O)Nc1ccc2c(c1)oc1ccccc12
  -8, 0.5, -0.3, 2, -3, i, 3, -2, -3
38: CC(C)(C)c1ccc(C(=O)Oc2ccc3c(c2)OCC3=O)cc1
  -13, -0.9, -0.6, 2, 1, i, -1, -2, -7
39: O=C(OCn1nnc2ccccc2c1=O)c1ccco1
  -2, -1.3, -1.0, 1, 9, i, 0, -4, -2
40: CCNC(=O)NCCc1c[nH]c2ccc(Cl)cc12
  -6, 0.0, -0.2, -4, 16, i, 2, -5, 1

Compound profiles, as listed above. Values in the order: FAS-TE inh, MsrA inhibitor, Tb MetRS inh, eLon inh, PABP1 MLLE inh, Neddylation inh, Rin1-Abl PPI inh, bovine MsrA act, CSN inh
CCNC(=O)NCCc1c[nH]c2ccc(Cl)cc12 as listed: -6, 0.0, -0.2, -4, 16, i, 2, -5, 1
CCOC(=O)/C(=N/Nc1ccccc1)Sc1nnnn1-c1ccc(C)cc1 as listed: -2, 1.7, -1.8, 21, 12, i, 2, -11, 0
ClCc1cc2ccccc2nc1Cl as listed: 7, 1.0, -0.4, 2, 12, i, 3, -2, 14
CCOC(=O)c1c(N)sc2c(NC(C)=O)cccc12 as listed: -6, 0.1, -0.5, -4, 6, i, -4, -6, 8

(more compounds)
Value order – FAS-TE inh, MsrA inhibitor, Tb MetRS inh, eLon inh, PABP1 MLLE inh, Neddylation inh, Rin1-Abl PPI inh, bovine MsrA act, CSN inh
41: CN(C(=O)COC(=O)c1cc2ccccc2oc1=O)C1CCCCC1
  -10, 3.1, -0.2, -13, 4, i, 1, 0, 3
42: Cc1ccc(S(N)(=O)=O)c(C)c1-n1cnnn1
  -2, 0.0, -0.4, -5, 1, i, 1, -3, -3
43: O=C1C2C3C=CC(C2C(=O)N1C1CCCCC1)C1C(=O)N(C2CCCCC2)C(=O)C31 (centres undefined)
  -1, 1.9, -1.1, -8, 6, i, -1, -2, 3
44: COC(=O)C1(C)CCc2c(ccc3ccccc23)C1=O (centres undefined)
  12, -0.5, -0.5, 3, 5, nt, -2, 1, -9
45: CC12CCC(C(=O)Nc3ccccc3Cl)([C@H](Br)C1=O)C2(C)C (some centres undefined)
  0, -0.9, 0.1, 8, -2, i, 0, -1, -1
46: Cc1ccc(NC(=O)c2ocnc2C)cc1Cl
  2, nt, -0.4, -2, 3, i, 1, -11, 1
47: Cc1ccccc1NC(=O)CN1C(=O)CSc2ccccc21
  -4, -1.9, -0.1, -11, 5, i, 0, -2, -2
48: CC(OC(=O)c1ccc(OCC2CCCO2)cc1)C(=O)N(C)Cc1ccccc1 (centres undefined)
  -6, 2.1, -0.2, -5, 6, i, 3, -2, -1
49: CCN(CCCn1c(=S)[nH]c2ccc(N3CCOCC3)cc2c1=O)c1ccccc1
  9, 1.5, -0.6, 4, -67, i, -1, -1, 1
50: CC1CCCN(C(=O)c2ccc(Br)c(S(=O)(=O)N3CCOCC3)c2)C1 (centres undefined)
  -8, -1.3, -0.3, -3, 4, i, 3, -3, 0
51: CCc1cc2c(SCC(=O)NCC3CCCO3)ncnc2s1 (centres undefined)
  -4, 1.5, -0.3, 8, 3, i, -38, -4, -2
52: COc1cc(C(=O)N/C(=C\c2cn(S(=O)(=O)N(C)C)c3ccccc23)C(=O)NCCCO)cc(OC)c1OC
  -6, 1.4, -0.1, 6, 3, i, 2, -3, -4
53: CCN(CC)S(=O)(=O)c1ccc2[nH]cc(C(=O)NCCN3CCCCCC3)c(=O)c2c1
  -10, -0.4, -0.7, -4, -8, i, 5, 1, 8
54: COc1cc(C(=S)N2CCOCC2)ccc1OC(=O)c1cc([N+](=O)[O-])cc([N+](=O)[O-])c1
  8, -0.7, -0.5, 0, 29, i, 1, -9, -10
55: COc1ccc(-c2nc(=S)[nH][nH]2)cc1OC
  -4, 2.0, 0.2, -10, 16, i, 4, 10*, -5
56: Oc1cccc(C2c3[nH]c4ccccc4c3CCN2Cc2cnn(-c3ccccc3)c2)c1 (centres undefined)
  9, 1.3, 0.2, -2, 7, i, 3, -9, 9
57: Cc1cc(N2CCCN(C)CC2)nc2cc(Cl)ccc12
  -5, 1.1, -0.4, 1, -9, i, 1, -10, 2
58: CC(C)/C=C/CN1CCC(Oc2ccc(C(=O)N3CCCC3)cc2)CC1
  -3, -1.9, -0.4, -7, 17, i, 4, -2, 3
59: CCOC(=O)C1CCN(C(c2cccs2)c2sc3nc(C)nn3c2O)CC1 (centres undefined)
  -5, 2.1, -0.3, -5, 8, i, -1, -3, 2
60: O=C(NCc1ccc(F)cc1)c1cnn2ccccc12
  -6, -0.3, -0.1, 0, 5, nt, -2, -2, 0
61: CCNC(=S)NS(=O)(=O)c1ccc(Cl)cc1
  -4, 0.5, -1.6, -2, 23, i, 2, -2, -2
62: Cc1nc2ccc(S(=O)(=O)NC(C(=O)N3CCCCCC3)C(C)C)cc2s1 (centres undefined)
  -1, -0.5, 0.0, 0, -3, i, 3, 4, -1
